# KinaseGlo FLuc: blocks Kinase-Glo luciferase, a counter-screen artifact; Kinase-Glo luciferase, ATP luminescence, 8 min; Potency, µM (top dose mostly 38.3 µM), without a hit: at the highest dose activity change, negative = inhibition, actives largely listed as inhibitors; 200,000 compounds, 0.28% hits; AID 1379; further: on the % scale 0 is the no-effect control and ±100 the full control effect; nearly all actives have a fitted effect of over 60% in size
#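 Light output from Kinase-Glo luciferase with luciferin and 10 uM ATP in 50 mM imidazole pH 7.2, KCl, MgCl2, Tween 20, BSA; compound pin-delivered, 8-min ambient incubation, then luminescence read.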
# JMJD2E inh: blocks human JMJD2E demethylase activity; B2RXH2; JMJD2E catalytic domain, FDH-coupled NADH fluorescence (FDH is formaldehyde dehydrogenase); Potency, µM (titrated, usually from 57.1 µM), inactives show at the highest dose activity change, negative = inhibition, actives largely listed as inhibitors; 230,000 compounds, 1.6% hits; AID 2147; active means well fitted inhibition curve with a large enough effect, not every such curve was filed as active; inconclusive means small, poorly fitted or top-dose-only effect, or another doubt; inactive means no such curve, though single readings can be large or run the other way;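 further: 0% = wells with enzyme and -100% = buffer wells without enzyme; nearly all actives have a fitted effect of over 50% in size; many of its hits are not listed in these tables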
# Target sequence (B2RXH2 1-337 limits assumed): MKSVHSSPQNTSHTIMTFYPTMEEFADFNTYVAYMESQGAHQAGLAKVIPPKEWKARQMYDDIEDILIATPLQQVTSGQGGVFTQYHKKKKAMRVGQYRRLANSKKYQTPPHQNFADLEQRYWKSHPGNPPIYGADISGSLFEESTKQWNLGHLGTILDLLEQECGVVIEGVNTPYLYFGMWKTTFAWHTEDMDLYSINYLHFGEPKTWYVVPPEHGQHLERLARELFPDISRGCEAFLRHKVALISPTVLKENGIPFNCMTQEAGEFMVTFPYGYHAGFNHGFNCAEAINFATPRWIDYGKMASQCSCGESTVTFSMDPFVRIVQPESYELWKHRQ
# SMN2 splice enh: SMN2 splice variant enhancement | HEK293 SMN2-luciferase splicing reporter, luminescence, 30-36 h | Potency, µM (series often up to 46.1 µM), for the others: at the top dose activity change, positive = activation, most hits filed as activators | 210,000 compounds, 2.8% hits; further: % of control where 0% means no effect; nearly all actives have a fitted effect of over 55% in size
#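 HEK293 cells carry an SMN2 minigene-luciferase reporter in which exon 7 inclusion puts luciferase in frame. Cells were seeded at 2000 cells/well, attached for 10-12 hours, then exposed to compounds for 30-36 hours at 37C before ONE-Glo luminescence.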
# ALDH1A1 block: inhibitors of human aldehyde dehydrogenase 1A1; Purified ALDH1A1, NADH fluorescence, propionaldehyde substrate; P00352; 220,000 compounds, 7.3% hits; Potency, µM (top dose mostly 75.3 µM), for the others: at the top dose activity, negative = inhibition, usual class: inhibitors; active means well fitted inhibition curve with a large enough effect, not every such curve was filed as active; inconclusive means small, poorly fitted or top-dose-only effect, or another doubt; inactive means no such curve, though single readings can be large or run the other way;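 further: plate controls were no enzyme wells and a reference inhibitor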
# Target sequence (P00352 whole entry, looked up): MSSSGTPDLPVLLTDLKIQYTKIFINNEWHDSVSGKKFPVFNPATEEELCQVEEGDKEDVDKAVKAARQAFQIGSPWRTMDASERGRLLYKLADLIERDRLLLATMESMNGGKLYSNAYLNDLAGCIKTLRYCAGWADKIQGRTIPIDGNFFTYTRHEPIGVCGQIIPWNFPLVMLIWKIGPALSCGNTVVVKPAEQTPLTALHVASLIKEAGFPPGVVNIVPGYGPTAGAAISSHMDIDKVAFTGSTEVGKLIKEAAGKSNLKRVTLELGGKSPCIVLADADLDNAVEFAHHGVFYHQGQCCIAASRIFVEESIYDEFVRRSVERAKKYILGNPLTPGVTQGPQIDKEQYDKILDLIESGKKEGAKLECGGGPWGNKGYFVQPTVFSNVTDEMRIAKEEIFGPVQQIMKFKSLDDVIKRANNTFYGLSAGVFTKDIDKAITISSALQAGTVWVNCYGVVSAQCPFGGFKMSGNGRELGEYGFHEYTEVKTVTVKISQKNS
# Tau fibril ThT: inhibitors of human tau fibril formation, thioflavin T binding | Potency, µM (series often up to 57.4 µM), for inactives: at the top dose activity, negative = inhibition, hits mostly inhibitors | 270,000 compounds, 2.1% hits | recombinant tau K18 P301L, heparin-induced fibrillization, ThT fluorescence | AID 1460; further: on the % scale 0 is the no-effect control and ±100 the full control effect; nearly all actives have a fitted effect of over 55% in size
# Target sequence (P10636 561-689 P618L limits assumed): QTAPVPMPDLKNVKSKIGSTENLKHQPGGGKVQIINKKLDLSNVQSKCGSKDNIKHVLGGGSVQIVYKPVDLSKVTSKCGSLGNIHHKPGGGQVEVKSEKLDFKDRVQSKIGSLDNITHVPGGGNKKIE
#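 ThT emission at 510 nm, taken 1 hr after adding 30 uM dye, quantifies aggregates formed when 20 uM heparin acts on human tau K18 P301L for 6 hr at 37 C.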
# L3MBTL1 inh: inhibitors of human L3MBTL1 | AlphaScreen L3MBTL1–H3K9me1 peptide binding | Potency, µM (titrated, usually from 57.1 µM), without a hit: at the top dose activity, negative = inhibition, actives largely listed as inhibitors | 230,000 compounds, 0.66% hits; further: on the % scale 0 is the no-effect control and ±100 the full control effect; nearly all actives have a fitted effect of over 60% in size
#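 L3MBTL1 (50 nM) pre-complexed 30 min with biotinylated H3(1-15)K9me1 peptide (75 nM), then compounds added for 30 min at room temperature; AlphaScreen streptavidin donor/nickel chelate acceptor beads (10 ug/mL final) read after 30 min dark incubation.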
# RECQ1 helicase: RECQ1 (human) helicase inhibition | P46063 | RECQ1 DNA unwinding, red fluorescence kinetic read | Potency, µM (top dose mostly 57.3 µM), inactives show at the highest dose activity, negative = inhibition, hits mostly inhibitors | 240,000 compounds, 0.54% hits;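 further: plate controls were vehicle for no effect and no enzyme for full effect; nearly all actives have a fitted effect of over 30% in size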
#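 RECQ1T1 50 nM; forked duplex (20 bp + 30-nt ss tails) 200 nM, ATP 2 mM final; pH 8.0, 2 mM MgCl2, 2.5 ug/ml poly(dI-dC); 15 min compound preincubation; discontinuous kinetic read over 2 h at RT.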
# Lamin A splicing: changes lamin A minigene splicing in HeLa cells; HeLa LMNA splicing GFP/RFP minigene ratio, 48 h; Potency, µM (series often up to 46.1 µM), for inactives: at the top dose ratio change, negative = inhibition, actives largely listed as inhibitors; 200,000 compounds, 0.01% hits; active means well fitted inhibition curve with a large enough effect in the signal ratio, with a control signal flat, not every such curve was filed as active; inconclusive means small, poorly fitted or top-dose-only effect, or effect the other way, or a change in a side signal; the % refers to the signal ratio; further: on the % scale 0 is the no-effect control and ±100 the full control effect
#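 S3 HeLa cells stably expressing lamin A-EGFP splicing minigene plus DsRed2, 600 cells/well, 48 h compound exposure at 37C. Laser-scanning cytometry; analysed as GFP (500-530 nm)/RFP (575-640 nm) total intensity ratio; 0.5% DMSO vehicle.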
# * = called active by the depositor; i = inactive; ? = inconclusive; · = not tested or not shown; [ ] = remark or other dose. Unless noted, the call rests on the fitted dose curve; in most records, active means well fitted curve in the direction sought with a large enough effect; inconclusive means small, poorly fitted or top-dose-only effect, or another doubt; inactive means no such curve, though single readings can be large; an effect the other way counts as inactive or inconclusive. Potency means the concentration at half of the fitted maximal effect. Only part of the results is shown. The share of hits here may be higher or lower than overall.
# The line under a structure holds: KinaseGlo FLuc	JMJD2E inh	SMN2 splice enh	ALDH1A1 block	Tau fibril ThT	L3MBTL1 inh	RECQ1 helicase	Lamin A splicing
CNS(=O)(=O)c1ccc(N2CCCC2)c([N+](=O)[O-])c1
  5%	-1%	1%	-4%	-3%	-9%	i	?
COc1ccc(NC(=O)Cn2nc(C(F)(F)F)c3c2CCCC3)c(OC)c1
  1%	1%	-35%[inhibitor]	-2%	-14%	1%[11.4 µM]	-15%	-8%
NCCCCCc1nnc(SCC(=O)Nc2cccc(Cl)c2)o1
  -2%	0%	-10%	?	-7%	6%	-3%	12%
CCCSC1=N/C(=C\C=C\c2ccco2)C(=O)S1
  5%	8.9µM*	-6%	28µM*	14µM*	5.6µM*	7.9µM*	?
O=C(CNC(=O)c1ccc([N+](=O)[O-])cc1)N/N=C\c1ccc(OC(=O)c2ccccc2)cc1
  -1%	-1%	2%	-10%	12%	·	i	13%
COc1ccc(CC(NC(C)=O)C(=O)NC2CCN(c3c(Cc4ccccc4)c(C)nc4ncnn34)CC2)cc1OC (configuration not stated)
  2%	4%	-23%	8%	-7%	-12%	5%	?
CCc1ccc(Oc2cc(C)nc(N)n2)cc1
  4%	8%	10µM*	10%	-2%	-14%	-6%	-5%
Cc1ccc(Cl)cc1NC1=NC(=S)N(C(C)C)C12CCCCC2
  0%	5%	-1%	6%	-7%	-3%	i	-8%
COC(=O)c1ccc(SCC(=O)NC2CCCC2)c([N+](=O)[O-])c1
  -2%	-1%	-4%[1.84 µM]	1%	-6%	6%	-3%	-1%
CCOc1ccc(NC(=O)Nc2ccc3nccnc3c2)cc1
  2%	1%	-22%	5%	?	-6%	-16%	9%
COc1ccc(N=C2SCC(=O)N2c2ccc(OC)cc2)cc1
  3%	-7%	-3%	-1%	-8%	·	-4%	-6%
FC(F)(F)c1cccc(NC(=S)N(CCCN2CCCC2)Cc2cccn2Cc2ccc(Cl)cc2)c1
  1%	1%	-58%[inhibitor]	-16%	?	·	-17%	·
Cc1ccc(-c2csc3ncnc(-n4nnc5ccccc54)c23)cc1C
  -2%	0%	-79%[inhibitor]	-2%	2%	-7%	5%	?
CCOCC(=O)Nc1cc(C(=O)OC)cc(C(=O)OC)c1
  1%	-3%	7%	-1%	-10%	3%	-1%	2%
CC1(C)OC(=O)C(=NNc2ccccc2)C(=O)O1
  -2%	-4%	-2%	16µM*	-12%	-4%	-3%	12%
CCn1c(=O)cc(SCC(=O)NCc2cccnc2)c2ccccc21
  -1%	?	30%	?	-4%	0%	0%	-14%
Cn1c(SCC(=O)N2CCOCC2)nc(O)cc1=O
  19%	2%	-18%	4%	?	·	-2%	9%
COc1ccc(N2CCN(C(=O)CNS(=O)(=O)c3ccc(C)cc3)CC2)cc1
  -3%	5%	-11%	-12%	-17%	·	3%	·
Cc1ccc(-c2nnc(SCC(=O)NCC3CCCO3)n2C)cc1 (configuration not stated)
  -2%	0%	-3%	3%	-2%	·	?	-9%
CCCNC(=O)C1CNc2ccccc2O1 (configuration not stated)
  0%	2%	24%	-3%	-4%	3%	i	10%

# Further compounds follow:
Compound	KinaseGlo FLuc	JMJD2E inh	SMN2 splice enh	ALDH1A1 block	Tau fibril ThT	L3MBTL1 inh	RECQ1 helicase	Lamin A splicing
CC[n+]1ccc(C(=O)NCc2ccccc2)cc1	0%	0%	-2%	-2%	1%	-3%	-13%	9%[46 µM]
NC(=O)c1ccccc1NC(=S)NC(=O)CCc1ccccc1	1%	-24%	8%	13µM*	?	2%	-1%	?
Cc1oc(-c2ccccc2)nc1CSc1nc2c(c(=O)[nH]1)CCC2	-3%	-27%	1%	7%	-7%	2%	-7%	9%
COc1ccc2[nH]cc(CCNS(=O)(=O)c3ccccc3)c2c1	-4%	0%	·	?	-8%	-22%	3%	5%[46 µM]
Cn1c(=O)c2c(nc(NCCc3ccccc3)n2CC(=O)NCCc2ccccc2)n(C)c1=O	-4%	8%	16%	-7%	1%	-14%	-1%	0%
O=C(N/N=C/C(Cl)=C/c1ccccc1)c1ccccn1	-15%	-2%	13µM*	?	?	-4%	i	·
CC1CCCN(CCCNC(=O)c2coc3nc4ccccc4nc23)C1 (configuration not stated)	-9%	?	-16%	?	-5%	8%	-13%	-11%
O=C(COc1ccc(S(=O)(=O)N2CCCC2)cc1Cl)NC1CCCC1	1%	-7%	?	-9%	-12%	·	-8%	-11%
O=C(COc1ccccc1)Nc1nnc(-c2ccco2)o1	1%	-2%	-6%	?	-7%	?	i	?
Cc1onc(-c2c(Cl)cccc2Cl)c1C(=O)NNc1ccccc1	·	?	·	22µM*	?	5%	i	·

# (more compounds)
Compound	KinaseGlo FLuc	JMJD2E inh	SMN2 splice enh	ALDH1A1 block	Tau fibril ThT	L3MBTL1 inh	RECQ1 helicase	Lamin A splicing
Nc1ccc(N2CCOCC2)c(Cl)c1	2%	4%	?	-10%	?	-5%	0%	7%
CN(Cc1ccccc1)S(=O)(=O)c1cccc2cccnc12	7%	0%	-13%	8.9µM*	-7%	·	-4%	3%
COc1ccc2c(=O)c3c(=O)n(Cc4ccco4)c(-c4ccccc4)nc3oc2c1	-1%	-10%	4%	22µM*	?	·	-12%	4%
Cc1c(NC(=O)C(C)OC(=O)COc2cccc3c2OC(C)(C)C3)c(=O)n(-c2ccccc2)n1C (configuration not stated)	2%	-1%	3%	5%	5%	-8%	-8%	5%
Cc1onc(-c2ccccc2Cl)c1C(=O)NCC(=O)O	-4%	2%	4%	11%	5%	7%	-12%	8%
Cn1c2ccccc2c2c3c(c4c5ccccc5n(CCC#N)c4c21)CNC3=O	·	·	-38%[inhibitor]	-1%	-12%	·	i	·
Cc1cccc(C(=O)Nc2ccc(C)c(OC(=O)c3cccc(C)c3)c2)c1	-4%	?	-11%	-6%	-10%	7%	i	4%
CCCCC(=O)Nc1cccc(NC(=O)c2ccc(Br)cc2)c1	-2%	4%	24%	19%	-4%	1%	i	10%
COc1c(O)cccc1-c1nnn(CCC(=O)OCC(=O)c2ccccc2)n1	-2%	-2%	-3%	-4%	?	-14%	-2%	1%
O=C(CSc1nnc(-c2ccccc2F)n1C1CCCCC1)N1CCCC1	-5%	4%	-3%	0%	-6%	5%	0%	14%

# Fetched one by one from the list above:
Compound	KinaseGlo FLuc	JMJD2E inh	SMN2 splice enh	ALDH1A1 block	Tau fibril ThT	L3MBTL1 inh	RECQ1 helicase	Lamin A splicing
O=C(CSc1nnc(-c2ccccc2F)n1C1CCCCC1)N1CCCC1	-5%	4%	-3%	0%	-6%	5%	0%	14%
COc1ccc2c(=O)c3c(=O)n(Cc4ccco4)c(-c4ccccc4)nc3oc2c1	-1%	-10%	4%	22µM*	?	·	-12%	4%

# Limited to ALDH1A1 block, for some of the entries so far:
canonical_smiles | ALDH1A1 block
Cc1onc(-c2ccccc2Cl)c1C(=O)NCC(=O)O | 11%
Nc1ccc(N2CCOCC2)c(Cl)c1 | -10%
CCCCC(=O)Nc1cccc(NC(=O)c2ccc(Br)cc2)c1 | 19%

# More structures
Compound	KinaseGlo FLuc	JMJD2E inh	SMN2 splice enh	ALDH1A1 block	Tau fibril ThT	L3MBTL1 inh	RECQ1 helicase	Lamin A splicing
CN(C)/C=C(\C#N)C(N)=C(C#N)C#N	-5%	-9%	12%	-3%	-4%	·	-5%	·
O=C(CCCOc1ccccc1)Nc1cccc(C(=O)O)c1	-4%	-12%	?	9%	-8%	·	3%	4%
CC(=O)NCCCNS(=O)(=O)c1ccc(C)cc1	·	8%	·	-9%	-7%	7%	-6%	·
Cc1cc(C(=O)N/N=C/C=C/c2ccc3c(c2)OCO3)n[nH]1	-5%	?	-13%	?	?	-1%	1%	-26%
COCCNC(=O)Nc1ccc2c(c1)N(C)C(=O)CS2	5%	-7%	4%	22µM*	?	·	-6%	12%
CCOC(=O)N1CCN(S(=O)(=O)c2ccc3c(c2)oc(=O)n3C)CC1	1%	-10%	-11%	-1%	-2%	-2%	-11%	5%
CCc1ccccc1NC(=O)C(C#N)Cc1cccnc1 (configuration not stated)	3%	0%	-12%	3%	-1%	6%	-4%	-7%
CCOC(=O)NC(Nc1ccc(C)cn1)(C(F)(F)F)C(F)(F)F	3%	?	-16%	-3%	-7%	3%	-7%	-4%
Cc1nn(-c2ccccn2)c2c1C(c1ccccn1)C1=C(CCCC1=O)N2 (configuration not stated)	-2%	?	1%	?	-3%	·	7%	-10%
CC1(C)CCCC2=C1CC1C(=O)N(O)C(=O)C1C2 (configuration not stated)	2%	2%	-16%	3%	-6%	2%	-6%	-5%

# Continued:
Compound	KinaseGlo FLuc	JMJD2E inh	SMN2 splice enh	ALDH1A1 block	Tau fibril ThT	L3MBTL1 inh	RECQ1 helicase	Lamin A splicing
Cc1cc(O)c(C=O)c2c1C(=O)Oc1c(COC(=O)/C=C/C(=O)O)c(O)c(C(=O)O)c(C)c1O2	-8%	?	-15%	4.5µM*	8.9µM*	·	4µM*	·
Cc1cc([N+](=O)[O-])ccc1NC(=O)/C=C/c1cccs1	-1%	?	16µM*	?	?	-5%	-4%	-5%
CC(=O)c1cnn(-c2ccc(Cl)cc2)c1C	·	-8%	·	·	-15%	2%	-1%	·
COC(=O)c1c(C(=O)OC)c2cc(C(=O)c3ccccc3)ccn2c1Cl	4%	7%	-56%[inhibitor]	-1%	5%	63%[activator]	0%	-14%
CCc1ccc(-c2cc(C(=O)NN3CCOCC3)c3ccccc3n2)s1	-12%	?	12%	?	-13%	-2%	8%	·
CNCC(=O)Nc1ccc(OC(F)(F)F)cc1	0%	6%	-2%	11%	-1%	·	i	19%[46 µM]
